Source: PubChem BioAssay
HKDC1 inh: HKDC1 (human) hexokinase inhibition; Q2TB90; recombinant HKDC1, G6PDH/diaphorase resazurin coupled fluorescence; inhibition, % at 20 µM; hit rate 0.16% among 340,000;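 active = inhibition above about 35% when tested at 20 µM, limit read from the data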;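 also: plate controls were DMSO wells with enzyme for no effect and DMSO wells lacking enzyme for full effect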
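Material – in-house recombinant HK5 (HKDC1) enzyme · Quantity – HKDC1 at 5 µg/mL · Buffer or medium – pH 8.0 Tris buffer with 10 mM MgCl2 · Reagent – glucose with 1 mM ATP · Dosing – single 20 µM dose · Times – reaction time 90 min, room temperature, protected from light · Technique – resorufin fluorescence at 613 nm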
Jurkat NFkB inh: inhibitors of the PMA/ionomycin-induced NF-kB reporter in Jurkat cells; AID 435003; PMA/ionomycin-induced NF-kB luciferase reporter, luminescence; hit rate 0.53% among 330,000; inhibition, % at 4 µM
697 NFkB inh: lowers PMA/ionomycin-induced NF-kB signal in 697 B cells | 697 B-cell NF-kB luciferase reporter, 16 h | inhibition, % at 4 µM | hit rate 0.33% among 330,000 | AID 435022; in the data active = inhibition above about 35%
UBC13 inh: inhibitors of human UBC13 polyubiquitin chain formation. TR-FRET. inhibition, % at 20 µM. hit rate 0.47% among 330,000; in the data active = inhibition above about 45%, passing the limit was not always enough
Gli-Sufu block: blocks Gli-Sufu signaling in a luciferase reporter; Sufu-KO-LIGHT fibroblasts, Gli luciferase reporter luminescence; inhibition, % at 5 µM; hit rate 0.74% among 340,000;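 active = inhibition above about 55%, limit read from the data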;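 also: 0% = DMSO-treated cells and 100% = wells with medium but no cells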
SENP7 block: SENP7 protease inhibition; Q9BQF6; AID 434973; inhibition, % at 5 µM; hit rate 1.5% among 330,000; recombinant SENP7, Z-RLRGG-aminoluciferin luminescence, 40 min;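 active = inhibition above about 50% at the single test dose, limit read from the data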;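 also: plate controls were DMSO with enzyme for no effect and no enzyme buffer wells for full effect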
SENP8 block: SENP8 protease inhibition | inhibition, % at 10 µM | Q96LD8 | AID 2540 | purified SENP8, Z-RLRGG-aminoluciferin cleavage, luminescence | hit rate 1.2% among 330,000
Apaf1 inhib: blocks human Apaf-1 apoptosome activity; O14727; reconstituted apoptosome caspase-3 activity, DEVD-Rh110 fluorescence; inhibition, % at 20 µM; hit rate 0.71% among 330,000; AID 489030; active = inhibition of at least 40% at 20 µM;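 also: plate controls were DMSO wells for no effect and DEVD-CHO caspase inhibitor wells for full effect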
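Material: biochemical Apaf-1 apoptosome reconstitution. Medium: Hepes buffer, pH 7.5. Also added: cytochrome c activation, bis-DEVD rhodamine 110 substrate. Timing: 30 min compound preincubation, 50 min activation, room temperature. Measured by: rhodamine 110 fluorescence at Ex 480/Em 540 nm.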
Active calls of the source: *. Rule as the data show it, unless noted: active = inhibition above about 50%; inactive = the rest. Compounds were not picked by outcome; 3.6% or so of the library scored in one or more.

nr	molecule	Gli-Sufu block	Jurkat NFkB inh	UBC13 inh	SENP7 block
1	O=[N+]([O-])c1ccc(N2CCN(S(=O)(=O)c3ccc4ccccc4c3)CC2)cc1NCC1CCCO1 (configuration not stated)	39	9	-9	0
2	N#C/C(=C/c1ccc(O)c(O)c1)c1nc2ccccc2[nH]1	-18	3	-132	72*
3	CCNC(=S)N1CCC(c2nc3cc(C)c(C)cc3[nH]2)CC1	-11	-9	7	1
4	CC1CCC(NC(=O)C2(C)CCC(=O)N2Cc2cccnc2)CC1 (configuration not stated)	1	5	2	-2
5	Cc1ccc(S(=O)(=O)N2CCCCC2)cc1C(=O)Nc1ccc(S(=O)(=O)Nc2ncccn2)cc1	2	4	-13	-3
6	CCOc1ccc2nc(N3CCCC(C(=O)NCC4CCCO4)C3)sc2c1 (configuration not stated)	-31	-28	2	-6
7	NS(=O)(=O)c1ccc(CCNC(=O)c2ccccc2Cc2ccccc2)cc1	-1	-8	-3	14
8	CC(C)=CCC/C(C)=C/C=N/NC(=O)c1cccc([N+](=O)[O-])c1	0	4	-6	7
9	O=C(CCC(=O)Nc1ccccc1)NNC(=O)c1ccco1	2	-53	8	-2
10	O=C(COC(=O)c1ccc2ncsc2c1)NC(=O)NCc1ccccc1	-5	6	1	-2
11	COc1cc(C)ccc1OCCON1C(=O)CCC1=O	-14	10	0	-1
12	CCCCCCCCCCCCC(NC(C)=O)(C(=O)OCC)C(=O)OCC	-31	13	7	0
13	COC(=O)c1cc(Br)ccc1NC(=O)CSCc1c(C)noc1C	3	1	19	10
14	COc1cc(C(CC(=O)Nc2ncccc2C)N2Cc3ccccc3C2=O)cc(OC)c1OC (configuration not stated)	0	-5	0	7
15	CCOC(=O)c1cnn(-c2ccccc2)c1-n1cccc1C(=O)C(=O)N(C)C	-18	-2	-1	8

nr	Apaf1 inhib	697 NFkB inh	SENP8 block	HKDC1 inh
1	10	-17	3	-1
2	2	-103	70*	-4
3	-7	15	6	-7
4	0	15	-3	-7
5	8	6	-8	2
6	-4	-54	-1	-7
7	7	-33	-15	-6
8	11	-6	-14	1
9	-23	-31	5	-8
10	-11	-1	2	-2
11	-19	8	0	-4
12	30	6	4	0
13	10	-15	-3	2
14	-2	1	3	-4
15	-1	10	5	-3

The listing continues:
nr	molecule	Gli-Sufu block	Jurkat NFkB inh	UBC13 inh	SENP7 block
16	COC(=O)c1ccccc1NC(=S)NC(NC(=O)COc1ccccc1)C(Cl)(Cl)Cl (configuration not stated)	8	-3	7	-4
17	COc1ccc(CN2C(=O)c3cccc4cccc2c34)cc1F	0	-9	64*	-2
18	Cn1c(C(=O)N2CCCC(C(=O)NCc3cccs3)C2)cc2sccc21 (configuration not stated)	8	3	6	2
19	O=C(NCc1ccccn1)c1ccccc1-c1ccccc1	4	-6	4	1
20	O=C(Nc1ccc(-c2nnc3n2CCCCC3)cc1)c1ccco1	-3	5	0	14
21	CCOc1ccc(OCCC(=O)OCC(=O)Nc2cc(S(=O)(=O)N3CCOCC3)ccc2C)cc1	-6	-9	-10	8
22	Cc1cc(C)c(O)c(C2(O)C(=O)c3ccccc3C2=O)c1	-3	19	1	-3
23	O=C(/C=C/c1ccc(Cl)c(Cl)c1)Nc1cccnc1	0	-25	0	18
24	O=C(CCc1ccccc1)Nc1ccc(F)cc1F	-14	-5	7	-3
25	COCCN(C(=O)CNC(=O)c1ccco1)C(C(=O)NC1CCCC1)c1ccccc1 (configuration not stated)	-15	5	7	-1
26	CC1(C)C2C/C(=N\O)C(C)(/[N+]([O-])=C/c3cccc([N+](=O)[O-])c3)CC21 (configuration not stated)	26	8	0	-2
27	COCCNC(=O)c1ccc(C)cc1C	2	11	3	-3
28	O=C(CCCCCn1c(=O)[nH]c2ccccc2c1=O)N1CCN(Cc2ccc3c(c2)OCO3)CC1	-1	10	28	4

nr	Apaf1 inhib	697 NFkB inh	SENP8 block	HKDC1 inh
16	13	-8	1	1
17	12	0	-9	8
18	-20	24	-1	13
19	-9	2	0	10
20	-13	8	-6	-10
21	4	22	-4	1
22	-24	3	-5	-6
23	2	14	1	-1
24	-10	29	-3	-13
25	-1	13	-2	-6
26	-3	-2	5	-5
27	-7	9	4	-14
28	14	8	10	-2

Rewritten with each value named: 4 of the compounds above.
[23] O=C(/C=C/c1ccc(Cl)c(Cl)c1)Nc1cccnc1
  Gli-Sufu block: 0; Jurkat NFkB inh: -25; UBC13 inh: 0; SENP7 block: 18; Apaf1 inhib: 2; 697 NFkB inh: 14; SENP8 block: 1; HKDC1 inh: -1

[24] O=C(CCc1ccccc1)Nc1ccc(F)cc1F
  Gli-Sufu block: -14; Jurkat NFkB inh: -5; UBC13 inh: 7; SENP7 block: -3; Apaf1 inhib: -10; 697 NFkB inh: 29; SENP8 block: -3; HKDC1 inh: -13

[25] COCCN(C(=O)CNC(=O)c1ccco1)C(C(=O)NC1CCCC1)c1ccccc1 (configuration not stated)
  Gli-Sufu block: -15; Jurkat NFkB inh: 5; UBC13 inh: 7; SENP7 block: -1; Apaf1 inhib: -1; 697 NFkB inh: 13; SENP8 block: -2; HKDC1 inh: -6

[26] CC1(C)C2C/C(=N\O)C(C)(/[N+]([O-])=C/c3cccc([N+](=O)[O-])c3)CC21 (configuration not stated)
  Gli-Sufu block: 26; Jurkat NFkB inh: 8; UBC13 inh: 0; SENP7 block: -2; Apaf1 inhib: -3; 697 NFkB inh: -2; SENP8 block: 5; HKDC1 inh: -5

UBC13 inh: entries above that show a hit.
| nr | Compound | Jurkat NFkB inh | UBC13 inh | SENP7 block | 697 NFkB inh | HKDC1 inh |
| --- | --- | --- | --- | --- | --- | --- |
| 17 | COc1ccc(CN2C(=O)c3cccc4cccc2c34)cc1F | -9 | 64* | -2 | 0 | 8 |
